Cardio protect: protects H9c2 cardiomyocytes from peroxide injury. AID 588492. H2O2 injury protection, ATPLite, 2 h. protection from H2O2 cell death, % at 20 µM. actives 0.63% (n = 360,000);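 active = compounds giving at least 50% protection of heart cells from peroxide-induced death in the single-dose screen, raw or plate-pattern-corrected value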;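 note: 0% = DMSO wells with peroxide and 100% = DMSO wells without peroxide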
N-glyco inh: blocks N-linked glycosylation in D54 reporter cells. D54 ERlucT glycosylation luciferase reporter, 24 h; percent of 100 nM tunicamycin response. reporter increase, % at 12.5 µM. actives 0.23% (n = 360,000). AID 588692;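 active = mean luciferase reporter signal, scaled so untreated is 0 and the glycosylation-blocking control 100, at or above a set limit in every replicate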;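 note: luciferase carries N-glycosylation sites so blocking glycosylation raises the light; 0% = median of neutral control wells and 100% = median of 100 nM tunicamycin wells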
Exocytosis inh: lytic granule exocytosis inhibition | AID 651702 | inhibition, % at 10 µM | actives 0.66% (n = 360,000) | TALL-104 LAMP-1 surface exposure, flow cytometry; cells stimulated with thapsigargin and PMA;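 active = inhibition above about 55%, limit read from the data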
CaV13 ICDI inh: Primary screen for inhibitors of IQ motif and Ca2+-dependent inactivation inhibitor domain binding in CACNA1D, Förster resonance energy transfer in living cells, …; HEK cells, CFP/YFP FRET ICDI-IQ, plate reader, 10 min; percent FRET-ratio fall versus neutral wells; inhibition, % at 12.3 µM; actives 0.098% (n = 340,000); AID 743397;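 active = mean replicate inhibition of at least 30% and at least 1% of replicates passing that level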;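 note: 0% = median of the neutral control wells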
ABHD5-PLIN5 inh: ABHD5-PLIN5 protein interaction inhibition; AID 602281; inhibition, % at 4 µM; Split G. princeps luciferase complementation, luminescence, 4 h; actives 0.78% (n = 360,000);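 active = inhibition above the mean inhibition across every tested compound plus 3 SD, cut at about 22% in these data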;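 note: 0% = DMSO only wells and the 100% control is not disclosed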
MC4R antagonist: blocks human MC4R cAMP signaling | P32245 | MC4R-expressing cells, MTII-stimulated cAMP, LANCE TR-FRET | inhibition, % at 6.5 µM | actives 0.48% (n = 360,000) | AID 540295;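 active = inhibition above its plate's cutoff, the mean of tested wells on that plate plus 3 SD, cut at about 29% in these data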;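 note: 0% = Melanotan II alone and 100% = Melanotan II plus saturating MCL0020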
Target sequence (P32245 whole entry, looked up): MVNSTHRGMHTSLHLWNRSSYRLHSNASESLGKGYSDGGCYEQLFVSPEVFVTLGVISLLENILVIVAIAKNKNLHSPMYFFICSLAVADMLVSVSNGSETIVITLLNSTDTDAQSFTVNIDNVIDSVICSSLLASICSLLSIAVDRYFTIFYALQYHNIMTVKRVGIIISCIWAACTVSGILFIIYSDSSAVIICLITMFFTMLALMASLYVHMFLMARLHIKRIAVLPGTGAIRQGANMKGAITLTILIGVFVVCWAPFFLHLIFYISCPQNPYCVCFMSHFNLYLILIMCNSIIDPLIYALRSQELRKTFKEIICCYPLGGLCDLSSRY
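Assay system: U2OS cells stably expressing human melanocortin 4 receptor (MC4R) / Dosing: 6.5 µM / Timing: compound 30 min, challenge 1 h, detection 1 h / Measured by: Eu-cAMP/anti-cAMP TR-FRET, emission 671 nm / Replicates: singlicate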
MC4R ag barr: human MC4R agonism via beta-arrestin; P32245; U2OS MC4R beta-arrestin complementation, luminescence; percent of melanotan II response, DMSO zero; activation, % at 8.9 µM; actives 0.98% (n = 360,000); AID 540308;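 active = activation above a per-plate cutoff, the mean activation of sample wells on that plate plus 3 SD, cut at about 8% in these data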
HTR2A ag: activates the mouse 5-HT2A serotonin receptor; actives 0.66% (n = 360,000); P35363; CHO-K1 mHTR2A beta-arrestin complementation, luminescence; percent of 30 µM serotonin response; activation, % at 7.6 µM;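 active = activation above a run cutoff, the mean activation of all tested compounds plus 3 SD, cut at about 14% in these data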;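 note: 0% = plate median of compound wells and 100% = 30 µM serotonin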
Target sequence (P35363 whole entry, looked up): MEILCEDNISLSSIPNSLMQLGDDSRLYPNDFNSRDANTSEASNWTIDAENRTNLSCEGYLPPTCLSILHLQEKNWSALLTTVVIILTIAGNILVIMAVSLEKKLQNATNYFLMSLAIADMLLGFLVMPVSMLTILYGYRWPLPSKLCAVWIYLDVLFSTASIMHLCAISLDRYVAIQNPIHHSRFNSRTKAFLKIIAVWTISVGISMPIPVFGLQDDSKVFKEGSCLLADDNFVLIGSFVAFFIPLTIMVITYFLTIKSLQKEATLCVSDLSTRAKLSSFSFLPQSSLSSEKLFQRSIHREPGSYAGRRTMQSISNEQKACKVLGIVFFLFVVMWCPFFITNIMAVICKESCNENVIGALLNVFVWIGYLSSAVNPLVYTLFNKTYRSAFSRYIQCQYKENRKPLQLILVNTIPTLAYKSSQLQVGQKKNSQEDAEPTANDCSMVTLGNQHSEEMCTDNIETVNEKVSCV
PDI turbidity: inhibitors of human protein disulfide isomerase; P07237; PDI insulin aggregation turbidity, A650, 90 min; inhibition, % at 10 µM; actives 0.052% (n = 350,000); AID 588391;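 active = mean inhibition across replicates of 30% or more, whatever share of single replicates reach that level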;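 note: absorbance from insulin aggregation driven by PDI reduction with DTT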
ABCB6 inh 2: blocks the human ABCB6 transporter | Q9NP58 | K562-ABCB6 porphyrin accumulation, flow cytometry, 1 h; active compounds read low | fluorescence ratio to DMSO, % at 10 µM | actives 0.19% (n = 360,000) | AID 602162;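 active = fluorescence ratio to DMSO below 75%, the collection mean minus 3 SD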;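 note: signal is porphyrin accumulated inside mitochondria; 100% equals median channel fluorescence of DMSO control wells; lower ratio means ABCB6 inhibition with less porphyrin fluorescence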
Numbers without * were called inactive.

Preview (six entries):
`CCOC(=O)c1cccc(NC(=O)CCCn2c(=O)c3cccn3c3cccnc32)c1` gave Cardio protect 1, N-glyco inh 2, Exocytosis inh 0, CaV13 ICDI inh -5, ABHD5-PLIN5 inh 4, MC4R antagonist 7, MC4R ag barr -2.0, HTR2A ag -2, PDI turbidity 6 and ABCB6 inh 2 90.
`C/C(=N\Nc1cc(N2CCOCC2)nc(C)n1)c1ccc(F)cc1` gave Cardio protect -2, N-glyco inh -8, Exocytosis inh -6, CaV13 ICDI inh -3, ABHD5-PLIN5 inh 0, MC4R antagonist 2, MC4R ag barr -0.9, HTR2A ag -3, PDI turbidity 14 and ABCB6 inh 2 92.
CCOc1ccc2nc(NC(=O)Nc3cccs3)sc2c1 was read as Cardio protect -30, N-glyco inh -10, Exocytosis inh -2, CaV13 ICDI inh -6, ABHD5-PLIN5 inh 0, MC4R antagonist 7, MC4R ag barr 2.5, HTR2A ag -1, PDI turbidity 12 and ABCB6 inh 2 102.
For CCOC(=O)C1CCN(c2ncnc3c2nnn3Cc2ccccc2Cl)CC1 the results were Cardio protect -8, N-glyco inh 2, Exocytosis inh 3, CaV13 ICDI inh -2, ABHD5-PLIN5 inh -2, MC4R antagonist 1, MC4R ag barr -2.0, HTR2A ag -3, PDI turbidity -4 and ABCB6 inh 2 94.
For CCOc1ccccc1NC(=O)N1CCCC1C(=O)Nc1ccc(NC(C)=O)cc1 (centres undefined) the results were Cardio protect -1, N-glyco inh 1, Exocytosis inh 2, CaV13 ICDI inh 0, ABHD5-PLIN5 inh -4, MC4R antagonist 6, MC4R ag barr -1.5, HTR2A ag 1, PDI turbidity 3 and ABCB6 inh 2 89.
For COC(=O)Nc1ccc2c(c1)N(C(=O)CCN1CCN3CCCC3C1)c1ccccc1S2 (centres undefined) the results were Cardio protect 5, N-glyco inh -3, Exocytosis inh 0, CaV13 ICDI inh -7, ABHD5-PLIN5 inh 2, MC4R antagonist 8, MC4R ag barr -0.9, HTR2A ag 2, PDI turbidity -5 and ABCB6 inh 2 95.

The whole of this part, previewed entries included:
`CCOC(=O)c1cccc(NC(=O)CCCn2c(=O)c3cccn3c3cccnc32)c1` gave Cardio protect 1, N-glyco inh 2, Exocytosis inh 0, CaV13 ICDI inh -5, ABHD5-PLIN5 inh 4, MC4R antagonist 7, MC4R ag barr -2.0, HTR2A ag -2, PDI turbidity 6 and ABCB6 inh 2 90.
`C/C(=N\Nc1cc(N2CCOCC2)nc(C)n1)c1ccc(F)cc1` gave Cardio protect -2, N-glyco inh -8, Exocytosis inh -6, CaV13 ICDI inh -3, ABHD5-PLIN5 inh 0, MC4R antagonist 2, MC4R ag barr -0.9, HTR2A ag -3, PDI turbidity 14 and ABCB6 inh 2 92.
CCOc1ccc2nc(NC(=O)Nc3cccs3)sc2c1 was read as Cardio protect -30, N-glyco inh -10, Exocytosis inh -2, CaV13 ICDI inh -6, ABHD5-PLIN5 inh 0, MC4R antagonist 7, MC4R ag barr 2.5, HTR2A ag -1, PDI turbidity 12 and ABCB6 inh 2 102.
For CCOC(=O)C1CCN(c2ncnc3c2nnn3Cc2ccccc2Cl)CC1 the results were Cardio protect -8, N-glyco inh 2, Exocytosis inh 3, CaV13 ICDI inh -2, ABHD5-PLIN5 inh -2, MC4R antagonist 1, MC4R ag barr -2.0, HTR2A ag -3, PDI turbidity -4 and ABCB6 inh 2 94.
For CCOc1ccccc1NC(=O)N1CCCC1C(=O)Nc1ccc(NC(C)=O)cc1 (centres undefined) the results were Cardio protect -1, N-glyco inh 1, Exocytosis inh 2, CaV13 ICDI inh 0, ABHD5-PLIN5 inh -4, MC4R antagonist 6, MC4R ag barr -1.5, HTR2A ag 1, PDI turbidity 3 and ABCB6 inh 2 89.
For COC(=O)Nc1ccc2c(c1)N(C(=O)CCN1CCN3CCCC3C1)c1ccccc1S2 (centres undefined) the results were Cardio protect 5, N-glyco inh -3, Exocytosis inh 0, CaV13 ICDI inh -7, ABHD5-PLIN5 inh 2, MC4R antagonist 8, MC4R ag barr -0.9, HTR2A ag 2, PDI turbidity -5 and ABCB6 inh 2 95.
CCOc1cc(-c2nnc(-c3ccco3)o2)cc(OCC)c1OCC was read as Cardio protect 15, N-glyco inh 1, Exocytosis inh 13, CaV13 ICDI inh -9, ABHD5-PLIN5 inh -9, MC4R antagonist 2, MC4R ag barr 0.0, HTR2A ag -1, PDI turbidity -4 and ABCB6 inh 2 87.
For Cn1c(=O)c2c(SCC(=O)N3CCCC3)nc(-c3ccccc3)nc2n(C)c1=O the results were Cardio protect 4, Exocytosis inh -1, ABHD5-PLIN5 inh -2, MC4R antagonist 3, MC4R ag barr -1.3, HTR2A ag 1, PDI turbidity -7 and ABCB6 inh 2 101.
Screening COc1ccc(NS(=O)(=O)c2cccc(C(=O)O)c2)cc1S(=O)(=O)N1CCCCC1 returned Cardio protect -2, N-glyco inh 0, Exocytosis inh -4, CaV13 ICDI inh -5, ABHD5-PLIN5 inh 12, MC4R antagonist 8, MC4R ag barr -1.2, HTR2A ag -4, PDI turbidity -4 and ABCB6 inh 2 99.
`O=C(N/N=C/c1cn(-c2ccccc2)nc1-c1cccs1)c1ccc(Cl)cc1` gave Cardio protect 6, N-glyco inh 1, Exocytosis inh 13, CaV13 ICDI inh -4, ABHD5-PLIN5 inh 0, MC4R antagonist 0, MC4R ag barr -1.7, HTR2A ag -3, PDI turbidity -5 and ABCB6 inh 2 96.
O=C(COc1ccc(S(=O)(=O)N2CCCC2)cc1)N1CCN(c2ccccc2F)CC1 was read as Cardio protect -2, N-glyco inh -1, Exocytosis inh 4, CaV13 ICDI inh -4, ABHD5-PLIN5 inh 2, MC4R antagonist 10, MC4R ag barr -2.5, HTR2A ag -9, PDI turbidity 4 and ABCB6 inh 2 93.
For Cc1cc2ccccn2c1C(=O)c1ccc(F)cc1 the results were Cardio protect -2, N-glyco inh 1, Exocytosis inh 8, CaV13 ICDI inh -3, ABHD5-PLIN5 inh 4, MC4R antagonist 1, MC4R ag barr 2.1, HTR2A ag -1, PDI turbidity 7 and ABCB6 inh 2 95.
Screening Cc1ccc2nc(-c3ccncc3)c(Nc3ccccc3)n2c1 returned Cardio protect -2, N-glyco inh -1, Exocytosis inh -4, CaV13 ICDI inh -5, ABHD5-PLIN5 inh 0, MC4R antagonist 14, MC4R ag barr -1.2, HTR2A ag 4, PDI turbidity -1 and ABCB6 inh 2 100.
Screening CCCCn1c(N)c(N(CC(C)C)C(=O)c2cccc(S(=O)(=O)N(C)c3ccccc3)c2)c(=O)[nH]c1=O returned Cardio protect -5, N-glyco inh -1, Exocytosis inh -2, CaV13 ICDI inh -4, ABHD5-PLIN5 inh -4, MC4R antagonist 7, MC4R ag barr -1.8, HTR2A ag -1, PDI turbidity 1 and ABCB6 inh 2 95.
Cc1cc(C)c(OCC(=O)N(C)CC(=O)Nc2ccc(N3CCOCC3)cc2)c(C)c1 was read as Cardio protect -3, N-glyco inh 0, Exocytosis inh -3, CaV13 ICDI inh -5, ABHD5-PLIN5 inh 10, MC4R antagonist 14, MC4R ag barr 3.7, HTR2A ag -1, PDI turbidity -2 and ABCB6 inh 2 100.
`O=C(Cc1ccc(Cl)cc1)N/N=C/c1ccncc1` gave Cardio protect 1, N-glyco inh -1, Exocytosis inh -5, CaV13 ICDI inh -4, ABHD5-PLIN5 inh 0, MC4R antagonist 7, MC4R ag barr -1.7, HTR2A ag 0, PDI turbidity -2 and ABCB6 inh 2 99.
COc1cccc2cc(C(=O)NCCN3CCOCC3)oc12 was read as Cardio protect 2, N-glyco inh 2, Exocytosis inh -2, ABHD5-PLIN5 inh -1, MC4R antagonist -2, MC4R ag barr -2.6, HTR2A ag 1, PDI turbidity -1 and ABCB6 inh 2 102.
For COc1cc(-c2noc(C3CCCN(C(=O)c4c(F)cccc4F)C3)n2)cc(OC)c1OC (centres undefined) the results were Cardio protect 6, N-glyco inh 2, Exocytosis inh -10, CaV13 ICDI inh -3, ABHD5-PLIN5 inh -8, MC4R antagonist 4, MC4R ag barr -2.6, HTR2A ag -3, PDI turbidity -14 and ABCB6 inh 2 94.
COc1ccc(NC(=O)C2CCN(c3nc(-c4ccc(OC)cc4)no3)CC2)cc1 was read as Cardio protect -22, N-glyco inh 1, Exocytosis inh 7, CaV13 ICDI inh -9, ABHD5-PLIN5 inh -2, MC4R antagonist 10, MC4R ag barr 4.3, HTR2A ag 17* and ABCB6 inh 2 98.
CCN1CCCC1CNC(=O)c1ccccc1Cl (centres undefined) was read as Cardio protect 10, N-glyco inh -1, Exocytosis inh 1, CaV13 ICDI inh -1, ABHD5-PLIN5 inh 7, MC4R antagonist -3, MC4R ag barr -0.5, HTR2A ag -2, PDI turbidity 11 and ABCB6 inh 2 89.
For Cc1ccc(CC(=O)NC2CCCc3ccccc32)cc1C (centres undefined) the results were Cardio protect 3, N-glyco inh -3, Exocytosis inh 10, CaV13 ICDI inh -4, ABHD5-PLIN5 inh -2, MC4R antagonist 0, MC4R ag barr 1.7, HTR2A ag 0, PDI turbidity 1 and ABCB6 inh 2 94.
CC(=O)Nc1ccc(S(=O)(=O)N2CCc3ccccc3C2CC(=O)O)cc1 (centres undefined) was read as Cardio protect 0, N-glyco inh -1, Exocytosis inh 7, CaV13 ICDI inh -2, ABHD5-PLIN5 inh -4, MC4R antagonist 8, MC4R ag barr -1.6, HTR2A ag 2, PDI turbidity -13 and ABCB6 inh 2 103.
CCNc1nc(NC(C)C)nc(SCCOC(=O)c2ccccc2)n1 was read as Cardio protect -8, N-glyco inh -1, Exocytosis inh -3, CaV13 ICDI inh -4, ABHD5-PLIN5 inh -3, MC4R antagonist 7, MC4R ag barr 0.9, HTR2A ag -1, PDI turbidity 8 and ABCB6 inh 2 96.
CCOC(=O)Cc1cnc(NC(=O)Cn2nnc(-c3ccc(OCC)cc3)n2)s1 was read as Cardio protect -9, N-glyco inh 2, Exocytosis inh 2, CaV13 ICDI inh 1, ABHD5-PLIN5 inh -10, MC4R antagonist 6, MC4R ag barr -0.3, HTR2A ag -2, PDI turbidity -4 and ABCB6 inh 2 88.
For COc1ccc([N+](=O)[O-])cc1NC(=O)c1ccc(N(Cc2ccccc2Cl)S(C)(=O)=O)cc1 the results were Cardio protect 1, N-glyco inh 0, Exocytosis inh 0, CaV13 ICDI inh -19, ABHD5-PLIN5 inh 5, MC4R antagonist 10, MC4R ag barr -3.2, HTR2A ag 0, PDI turbidity 5 and ABCB6 inh 2 100.

Compound activity as filed in PubChem.
